Source: PubChem BioAssay
D3 ag – agonists of human D3 dopamine receptor. P35462. D3R DiscoveRx beta-arrestin cells, luminescence, 90 min. max activation, %. actives 0.58% (n = 410,000). AID 652048; in the data active = max activation above about 30%; also: 0% is about no effect; mostly tested at two doses, the higher about 12 µM
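Agonist mode: compounds and dopamine controls were applied to plated cells for 90 min at 37 degrees C after an overnight attachment at 1500 cells/well. Luminescent read-out followed 30 - 60 minutes at room temperature with DiscoveRx detection reagent.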
GLP1R ag – agonists of human GLP-1 receptor | AID 624172 | HEK293 GLP-1R CRE-luciferase, luminescence, 4-6 h; cells express a hypersensitive GLP-1R form | Potency, µM (doses to about 45.6 µM), for inactives: at the highest dose activation, usual class: activators | actives 0.007% (n = 380,000); also: potency is read from the fitted curve at half-maximal effect; % of control where 0% means no effect
Target sequence (P43220 whole entry, looked up): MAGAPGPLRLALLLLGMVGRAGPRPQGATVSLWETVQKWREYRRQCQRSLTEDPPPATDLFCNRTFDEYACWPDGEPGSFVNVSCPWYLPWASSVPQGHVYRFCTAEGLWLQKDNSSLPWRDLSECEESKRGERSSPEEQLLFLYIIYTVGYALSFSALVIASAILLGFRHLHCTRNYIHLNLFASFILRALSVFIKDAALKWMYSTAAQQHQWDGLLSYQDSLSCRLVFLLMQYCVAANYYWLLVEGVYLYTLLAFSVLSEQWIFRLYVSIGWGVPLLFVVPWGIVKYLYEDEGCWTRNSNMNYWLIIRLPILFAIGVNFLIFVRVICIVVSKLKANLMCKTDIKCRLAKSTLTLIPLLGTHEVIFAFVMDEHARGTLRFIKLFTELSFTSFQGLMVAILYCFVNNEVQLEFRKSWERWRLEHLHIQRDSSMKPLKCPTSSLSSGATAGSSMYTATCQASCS
D3 antag – antagonists of human D3 dopamine receptor. P35462. D3R cells, DiscoveRx beta-arrestin luminescence, antagonist mode; active compounds read low. max response, negative = inhibition, %. actives 2.5% (n = 360,000). AID 652054; in the data active = max response below about -50%; inconclusive = no clear call, values can overlap the other calls; also: % is scaled to controls: 0 for no effect and ±100 for the full control effect; mostly tested at two doses, the higher about 12 µM
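Cells expressing the human receptor were seeded at 1500 cells/well, incubated overnight at 37 degrees C in 5% CO2, then exposed to library compounds with dopamine controls for 90 minutes at 37 degrees C before luminescent detection.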
GLP1R inv ag – inverse agonists of human GLP-1 receptor; Potency, µM (top dose mostly 38.3 µM), for inactives: top-dose activity change, negative = inhibition, hits mostly inhibitors; AID 624417; HEK293 GLP-1R CRE-luciferase, luminescence, 24 h; GLP-1R form is constitutively active; P43220; actives 1.6% (n = 410,000); also: potency is read from the fitted curve at half-maximal effect; % is scaled to controls: 0 for no effect and ±100 for the full control effect; nearly all actives have a fitted effect of over 55% in size
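GLP-1R inverse agonism mode: basal reporter luminescence in engineered HEK293 cells measured after one day of compound exposure at 37 deg C, with a 12 min room-temperature detection step.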
aSyn rescue – alpha-synuclein toxicity inhibition in yeast. Yeast expressing alpha-synuclein, growth rescue, BacTiter-Glo, 24 h. Potency, µM (highest dose often 46.1 µM), for inactives: at the highest dose growth rescue (activation), usual class: activators. actives 0.14% (n = 370,000). AID 652106; also: potency is read from the fitted curve at half-maximal effect; % of control where 0% means no effect; nearly all actives have a fitted effect of over 65% in size
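Rescue of yeast growth: cells expressing toxic alpha-synuclein, induced in galactose at OD600 0.02, incubated with compound 24 h at 30 C. ATP luminescence quantified growth; inhibitors of toxicity appear as activators.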
TDP-43 yeast inh – rescues yeast growth from TDP-43 toxicity; TDP-43 expressing yeast growth rescue, BacTiter-Glo, 24 h; Potency, µM (titrated, usually from 46.1 µM), inactives show at the highest dose growth rescue (activation), most hits filed as activators; actives 1.8% (n = 410,000); also: potency is read from the fitted curve at half-maximal effect; % of control where 0% means no effect; nearly all actives have a fitted effect of over 50% in size
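Yeast cells expressing TDP-43 under galactose induction are exposed to compounds for 24 hr at 30 deg C. BacTiter-Glo luminescence measures growth, so protective compounds score as activators.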
PTHR1 agonist – PTHR1 (human) receptor agonism. HEK293 GP2 PTHR1 cells, GloSensor cAMP luminescence, 1 h. AID 743266. Potency, µM (doses to about 115 µM), without a hit: at the highest dose activation, hits mostly activators. Q03431. actives 0.075% (n = 410,000); also: potency is read from the fitted curve at half-maximal effect; nearly all actives have a fitted effect of over 55% in size; some results filed as inactive show a strong effect at the top dose; inactives centre near -15; many of its hits are not listed in these tables
Target sequence (Q03431 whole entry, looked up): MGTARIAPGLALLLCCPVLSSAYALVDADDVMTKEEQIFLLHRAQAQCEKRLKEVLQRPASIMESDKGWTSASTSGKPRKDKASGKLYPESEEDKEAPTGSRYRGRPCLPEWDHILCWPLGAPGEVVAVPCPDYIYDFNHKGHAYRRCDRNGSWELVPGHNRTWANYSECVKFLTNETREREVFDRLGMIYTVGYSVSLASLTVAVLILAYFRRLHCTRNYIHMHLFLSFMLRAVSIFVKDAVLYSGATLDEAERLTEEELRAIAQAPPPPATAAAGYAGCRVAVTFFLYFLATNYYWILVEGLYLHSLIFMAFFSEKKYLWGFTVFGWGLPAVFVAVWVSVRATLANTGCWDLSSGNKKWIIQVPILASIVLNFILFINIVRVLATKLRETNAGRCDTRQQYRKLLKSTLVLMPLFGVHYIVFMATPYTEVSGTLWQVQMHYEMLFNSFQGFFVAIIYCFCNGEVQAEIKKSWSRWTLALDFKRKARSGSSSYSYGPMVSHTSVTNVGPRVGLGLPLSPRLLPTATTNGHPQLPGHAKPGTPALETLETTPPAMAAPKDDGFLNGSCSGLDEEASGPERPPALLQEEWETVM
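HEK-293-derived GP2 cells expressing PTHR1 and a GloSensor cAMP reporter, 3,000/well, plated overnight, given luciferin plus IBMX (each 0.5 mM as added) for 1 h at 37 °C, then compound for 1 h at 37 °C. Luminescence was read after 15 min at room temperature.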
KB-V1 MDR tox – kills drug-selected multidrug resistant KB-V1 cells; KB-V1 MDR cells viability, CellTiter-Glo, 72 h; Potency, µM (doses to about 46.1 µM), for the others: at the highest dose activity change, negative = cytotoxicity, hits mostly cytotoxic; actives 3.4% (n = 400,000); AID 1347076; also: potency is read from the fitted curve at half-maximal effect; % is scaled to controls: 0 for no effect and ±100 for the full control effect; nearly all actives have a fitted effect of over 60% in size
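Luminescent ATP read-out (CellTiter-Glo, 10 min) measures survival of drug-selected KB-V1 MDR cells after 72 h, 37 degrees C compound exposure. Medium: phenol-red-free DMEM, 10% FBS. Values from fitted concentration-response curves.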
HEK293 tox – cytotoxic in the GLP-1 receptor inverse agonist counter-screen | actives 0.13% (n = 410,000) | AID 624418 | Potency, µM (series often up to 38.3 µM), inactives show at the top dose activity change, negative = inhibition, usual class: inhibitors | HEK293 cAMP-luciferase reporter cells, luminescence, 24 h;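 also: loss of luciferase light is scored as toxicity; potency is read from the fitted curve at half-maximal effect; % is scaled to controls: 0 for no effect and ±100 for the full control effect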
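A 23 nL compound transfer followed 12 hours of cell culture at 37 deg C; exposure then lasted 24 hr. Luciferase assay detection reagent was dispensed and plates read for luminescence after a 12 min room-temperature wait.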
Active calls of the source: *; i = inactive; ? = inconclusive; / = no result given; & = joins results of further samples; [ ] = another dose, or the depositor's remark. Unless noted, calls follow the shape of the dose curve; as a rule, active = well fitted curve in the direction sought with a large enough effect; inconclusive = small, poorly fitted or top-dose-only effect, or another doubt; inactive = no such curve, though single readings can be large; an effect the other way counts as inactive or inconclusive.

SMILES	D3 ag	GLP1R ag	D3 antag	GLP1R inv ag	aSyn rescue	TDP-43 yeast inh	PTHR1 agonist	KB-V1 MDR tox	HEK293 tox
COCC(=O)N/N=C(\C)CC(=O)Nc1ccccc1C(N)=O	-3	2%	-10	12%	-6%	3%	i	0%	18%
Cc1ccc(OCCSc2nc3ccc(NC(=O)c4cccs4)cc3s2)cc1	2	/	/	0%	/	-14%	19%	22%	-4%
CCOC(=O)c1cc(-c2ccccc2)n(CCC(=O)Nc2cc(C)cc(C)c2)c1C	-11	/	/	?	/	1%	i	/	-9%
Cc1c(-c2ccccc2)nc2ccccc2c1C(=O)Nc1ccncc1	10	0%	53	?	0%	3%	-8%	7%	-4%
COC(=O)c1ccc(OCC(O)Cn2cnc3cc(C)c(C)cc32)cc1 (stereo unspecified)	4	/	/	-5%	/	16%	-1%	/	2%
O=C(O)CCN1CCc2ccccc21	4	-6%	4	-5%	-8%	2%	-3%	14%	7%
COc1ccc(NC(=O)CN2CCCN(S(=O)(=O)c3ccc(Br)cc3)CC2)c(OC)c1	-3	/	/	?	/	17%	i	?	-6%
Cc1ccc2nsnc2c1NC(=O)c1ccc(-c2cc(Cl)ccc2Cl)o1	8	-17%	-18	?	2%	2%	?	?	-16%
CCCCC1(C)NC(=O)c2c(C)sc(C(=O)OCC)c2N1 (stereo unspecified)	3	2%	21	?	14%	20µM*	i	?	7%
Nn1c(SCC(=O)Nc2ccccc2)nnc1C1CCCCC1	-7	-20%	7	-27%	1%	-3%	i	0%	19%
O=C(Cn1nnc(-c2ccccc2)n1)NC(=O)NC1CCCC1	5	14%	20	-20%	5%	24%	-6%	-2%	-14%
CC(C)CN(C(=O)C1CC1)C1CCS(=O)(=O)C1 (stereo unspecified)	10	13%	5	6%	-10%	-17%	i	4%	-1%
Cc1nc(S/C(=C/c2ccc(-c3cccc(Cl)c3)o2)C(=O)O)n[nH]1	4	-6%	58	7%	3%	3%	-11%[57.5 µM]	15%	-4%
Cc1nc2nc(NCc3ccc(Br)cc3)[nH]n2c(=O)c1Cc1ccccc1	-10	/	/	0%	/	11%	-39%[inhibitor]	-12%	2%
CCOC(=O)c1ccc(NC(=O)CCS(=O)(=O)c2ccc3c(c2)oc(=O)n3C)cc1	-3	/	/	-7%	/	21%	-7%	11%	-9%
Cc1cc(C)n2nc(SCC(=O)N(Cc3ccccc3)C3CCS(=O)(=O)C3)nc2n1 (stereo unspecified)	1	9%	-8	-7%	-5%	-26%	i	-6%	-17%
CC(C)(C)C(=O)n1nc(-c2ccccc2)oc1=O	-8	-1%	-14	0%	-1%	10%	16%	0%	15%
Cc1ccc2scc(N3CCCCC3)c(=O)c2c1	1	/	/	10%	/	-15%	-26%	0%	-1%
COc1ccc(CNc2nc(-c3ccc(OC)cc3)cc(C(F)(F)F)n2)cc1	-14	-1%	/	6.3µM*	/	-5%	-42%[inhibitor]	2%	31%[activator]
CCCCCNC(=O)C1C(=O)Nc2ccccc2C(=O)N1c1ccc(OC)cc1 (stereo unspecified)	-1	/	9	-4%	-5%	0%	-12%	-19%	1%
O=C(CSc1nnc(-c2cccnc2)n1CCc1ccccc1)N1CCCCC1	9	-1%	-8	0%	3%	2%	i	0%	-15%
COc1ccc(C2=NN(C(C)=O)CC2c2cccc([N+](=O)[O-])c2)cc1 (stereo unspecified)	-1	24%	-15	-20%	11%	11µM*	i	-3%	-10%
c1ccc(Nc2nc(-c3ccncc3)nc3ccccc23)cc1	-5	6%	65	0%	13%	0%	-21%	2%	-7%
COc1ccc(OC)c(CNC(=O)Cn2nc(C)c3c(C)n(-c4ccccc4)nc3c2=O)c1	2	/	/	6%	/	6%	i	-6%	5%
CC(CNC(=O)CCCn1c(=O)c2cccn2c2cccnc21)c1ccccc1 (stereo unspecified)	-8&2	-6%	4	-1%&18%	0%	-14%&0%	i	?	-1%&4%
CCN(CC)S(=O)(=O)c1ccc(C(=O)NNC(=O)c2csc(N3CCOCC3)n2)cc1	0	1%	-4	18%	-1%	0%	-10%	27%	15%
CC1(C)S[C@@H]2[C@H](NC(=O)C(C(=O)O)c3ccccc3)C(=O)N2[C@H]1C(=O)O (stereo partly specified)	-5&3	-2%	-14	-15%	-1%	14%	-6%	14%	4%
COC(=O)[C@@]12C[C@@H](CC(=O)NCCc3ccccc3OC)C(=O)N(Cc3ccccc3)C1=CCC(C)(C)C2	-10	/	0	?	14%	19%	i	12µM*	-7%
COC(=O)c1cc(NC(=O)CN2CCC(C(N)=O)(N3CCCCC3)CC2)cc(C(=O)OC)c1	7	-6%	-7	4%	-9%	-15%	-16%[57.5 µM]	-12%	2%
COc1ccccc1C(=O)OCC(=O)Nc1ccc(OC(F)F)cc1	0	12%	-3	5%	4%	?	i	14%	-11%
CCC(=O)Nc1ccc(NC(=O)c2cc3ccccc3o2)c(OC)c1	5	19%	-18	-5%	-12%	-8%	-8%	-1%	-1%
Cc1nn(-c2ccccc2)c(Cl)c1/C=N/NC(=O)CNC(=O)c1ccccc1Cl	-2	9%	-7	?	3%	10%	i	-13%	-29%
CCc1ccc(O)c(-c2cc(C(=O)Nc3cccnc3)[nH]n2)c1	-7	-2%	-12	?	5%	0%	i	-17%	-4%
Nc1cc2c(cc1Br)[nH]c(=O)c1ccccc12	5	19%	3	?	7%	?	i	?	?
CCOC(=O)C1=C(C)NC(C)=C(C(=O)OCC)C1C	6	11%	0	-11%	15%	-15%	0%	-13%	18%
COc1ccc2oc(=O)cc(CN3CCN(c4ccccc4F)CC3)c2c1	-8	/	/	0%	/	6%	-33%[inhibitor]	/	-1%
Cc1cccc(C)c1NC(=O)c1cc(S(=O)(=O)N2CCC3(CC2)OCCO3)ccc1F	-7	5%	46	-4%	9%	4%	i	?	-6%
Cc1ccc(NC(=O)CN(C)c2ccc(S(=O)(=O)N3CCN(C)CC3)cn2)cc1	9	2%	-23	5%	-15%	-7%	i	3%	1%
COCCN(Cc1cc2cc3c(cc2n2nnnc12)OCO3)C(=O)c1ccccc1F	6	14%	9	3%	3%	-23%	i	-10%	1%
CC(C)CSc1ncnc2c1oc1nc3c(cc12)COC(C)(C)C3	5	1%	20	2%	1%	9%	-8%	?	-4%
O=c1c2nncn2c2cc(C(F)(F)F)ccc2n1CCNc1ncc(C(F)(F)F)cc1Cl	3	9%	8	51%[activator]	-1%	3%	-4%	10%	-3%
CSCCc1nc(SCC(=O)Nc2nnc(C)s2)[nH]c1C	-8	-8%	35	14%	2%	13%	-24%[57.5 µM]	-2%	-2%
CC(C)CCN1CCN(Cc2ccon2)CC1CCO (stereo unspecified)	4	-1%	10	-7%	7%	/	i	1%	-4%
O=C(CSc1nc2ccccc2[nH]1)c1ccc2c(c1)OCO2	-12	7%	5	0%	-8%	-18%	i	18µM*	1%
COc1ccc(Cl)cc1CC1(C)C(=O)Nc2c(Cl)cccc21 (stereo unspecified)	6	16%	-2	?	4%	28µM*	i	?	0%
Cc1ccc(Cl)cc1NC(=O)C1CCCN(S(=O)(=O)c2cccc3cccnc23)C1 (stereo unspecified)	5	/	/	-21%	/	?	i	3%	3%
COc1ccc(NC(=O)CS(=O)CC(=O)Nc2cccc3cccnc23)cc1 (stereo unspecified)	15	6%	14	9%	1%	-13%	-8%	1%	2%
COc1ccc2cc(CN(C(=O)Nc3ccccc3OC)C3CCCC3)c(=O)[nH]c2c1	-4	9%	18	?	5%	9%	-28%[57.5 µM]	?	-10%
COc1ccc(C(=O)CC2(C(=O)O)CCCCC2)cc1	-2	-5%	-5	1%	14%	16µM*	-18%	-2%	-13%
COc1cc(/C=C/c2nc(C#N)c(N3CCC(C)CC3)o2)cc(OC)c1OC	-5	/	/	4%	/	?	i	/	14%
N#Cc1ccc(CSc2nnc(COc3ccccc3)n2-c2ccccc2)cc1	-22	1%	-12	?	23%	8%	i	?	-9%
Cc1ccc(/C=N/NC(=O)c2cccs2)cc1[N+](=O)[O-]	-8	22%	-29	24%	-8%	?	-25%	15µM*	7%
O[C@H]1C[C@H](c2ccc(Cl)cc2)N(CC2CCCCC2)C[C@@H]1n1cc(-c2ccc(F)cc2)nn1	-3	3%	7	15%	?	21%	-17%	-4%	-17%
CCN1C(=O)c2cccc3c(S(=O)(=O)Nc4ccccn4)ccc1c23	0	26%	-11	34%	1%	0%	i	0%	20%
Cc1cc(NC(=O)c2ccc3c(c2)OCO3)ccc1NC(=O)c1ccccc1	-9	11%	0	2%	-6%	-11%	-36%[inhibitor]	-19%	-17%
O=C(Cn1nc(Cl)nc1Cl)c1cc2ccccc2oc1=O	1	0%	-12	23%	18%	-6%	i	-7%	11%
Cc1cc(C)cc(-c2nnc(SCC(=O)Nc3cc(C)on3)o2)c1	12	4%	-1	28%	4%	-9%	-9%	-19%	?

Ordered by formula weight (low to high): some entries from above.
SMILES	D3 ag	GLP1R ag	D3 antag	GLP1R inv ag	aSyn rescue	TDP-43 yeast inh	PTHR1 agonist	KB-V1 MDR tox	HEK293 tox
Cc1ccc(/C=N/NC(=O)c2cccs2)cc1[N+](=O)[O-]	-8	22%	-29	24%	-8%	?	-25%	15µM*	7%
Cc1cc(C)cc(-c2nnc(SCC(=O)Nc3cc(C)on3)o2)c1	12	4%	-1	28%	4%	-9%	-9%	-19%	?
Cc1cc(NC(=O)c2ccc3c(c2)OCO3)ccc1NC(=O)c1ccccc1	-9	11%	0	2%	-6%	-11%	-36%[inhibitor]	-19%	-17%

These rows are one share of the data; count on the stated rates, not on these rows.
